West Nile virus CPE – West Nile virus antiviral activity, cell-based, CPE readout (AID 1621). West Nile virus-infected cells, CPE inhibition; higher % means a stronger effect. CPE inhibition, % at 10 µM, or IC50 in µM where a hit was titrated. actives 0.02% (n = 290,000); in the data active means a potency from the dose series; inconclusive means CPE inhibition mostly from about 3.7% at the one dose, without a potency; inactive means the rest, 99 in 100 with CPE inhibition below about 2.2%; further: strong numbers were not always called active
GPR55 activation – selective activators of receptor GPR55 – imaging, U2OS cells, beta-arrestin-GFP redistribution, primary screen (AID 1961); U2OS GPR55 beta-arrestin-GFP redistribution imaging; higher % means a stronger effect; activation, % at 10 µM, or EC50 in µM where a hit was titrated; actives 0.048% (n = 290,000);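 active means activation above 40% with more than 50 cells counted in the well; inconclusive means wells holding fewer than 50 cells, flagged as toxic or sparse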;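 further: U2OS osteosarcoma cells stably expressing GPR55 and beta-arrestin-GFP; plate controls were DMSO negative control for no effect and LPI positive control for full effect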
GPR55 LPI antagonism – GPR55 antagonists blocking LPI-driven arrestin recruitment, primary screen, imaging, U2OS, beta-arrestin-GFP, LPI agonist (AID 2013). U2OS GPR55 beta-arrestin-GFP translocation imaging, LPI antagonism; higher % means a stronger effect. one-dose inhibition, % at 10 µM; IC50 in µM for titrated hits. actives 0.13% (n = 290,000);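 active means spots per cell inhibited over 60%, with over 100 cells counted and total cytoplasm intensity under 500,000; inconclusive means wells with under 100 cells, flagged as likely toxic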;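 further: U2OS cells stably carrying GPR55 and arrestin-GFP stimulated by 5 µM LPI near EC80; imaged beta-arrestin-GFP aggregate spots per cell after agonist stimulation; plate controls were LPI-stimulated DMSO wells for no effect and DMSO wells without LPI for full effect; some results filed as inactive read as strong as hits; confirmed hits need IC50 under 10 µM and bright autofluorescent wells are also inconclusive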
KOR beta-arrestin-1 – kappa opioid receptor activators – cell-based, luminescence, uHTS, primary screen (AID 1777) | activation, % at 10 µM, or EC50 in µM where a hit was titrated | actives 0.02% (n = 280,000) | KOR beta-arrestin recruitment, luminescence; higher % means a stronger effect; in the data active means activation above about 50%, passing the limit was not always enough; further: a part of the inactive calls stands beside numbers as strong as those of hits
T cell modulator – T cell immune modulation candidate | 2C CD8+ T cell-vesicle binding, flow cytometry; hits give low values | calls only at 7 µM | actives 0.068% (n = 330,000);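 active means response, share of CD8 T cells binding vesicles, and their 90th percentile fluorescence all below set limits, cut at about 80% in these data, passing the limit was not always enough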
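Incubation: binding step 1.5 h, 37 °C, antibody labelling 20 min, ice; system: murine 2C transgenic CD8+ T lymphocytes; technique: cytometric PE anti-B7-1 and Alexa647 anti-CD8 signals after 1% paraformaldehyde fixation; also added: QL9-charged Drosophila Ld/ICAM-1/B7-1 vesicles; control set: naked versus QL9-loaded vesicles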
KOR beta-arrestin-2 – kappa opioid receptor blockers – cell-based, luminescence, uHTS (AID 1778); inhibition, % at 10 µM; hits with a dose series show IC50 in µM; actives 0.091% (n = 290,000); KOR beta-arrestin recruitment, luminescence, antagonist mode; higher % means a stronger effect; in the data active means inhibition above about 50%; further: strong numbers were not always called active
PhoP inhibition – inhibitors of PhoP regulon expression, primary screen, Salmonella Typhimurium, GFP reporter (AID 1863); inhibition, % at 50 µM, or IC50 in µM where a hit was titrated; S. Typhimurium PhoP-regulated promoter GFP reporter, 4 h; higher % means a stronger effect; actives 0.16% (n = 300,000);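 active means inhibition over 29.93%, a cutoff 3 SD above the screen mean, later confirmed by dose response; inconclusive means inhibition over 29.93% but no dose response follow-up; inactive means inhibition at most 29.93% or unconfirmed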;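 further: 0% = low Mg2+ inducing control and 100% = high Mg2+ repressing control; strong numbers were not always called active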
NTR1 agonist – agonists of NTR1, primary screen, imaging, U2OS cells, beta-arrestin-GFP, high content (AID 493036) | P30989 | NTR1-U2OS beta-arrestin-GFP spot imaging, agonist mode | actives 0.17% (n = 330,000) | activation, % at 20 µM;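 active means activation at or above 40% of the spot to cytoplasm intensity ratio, with at least 20 cells analyzed; inconclusive means wells under 20 cells, flagged as cytotoxic or low count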;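 further: 0% = DMSO without peptide and 100% = 100 nM NTR1 peptide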
Target sequence (P30989 whole entry, looked up): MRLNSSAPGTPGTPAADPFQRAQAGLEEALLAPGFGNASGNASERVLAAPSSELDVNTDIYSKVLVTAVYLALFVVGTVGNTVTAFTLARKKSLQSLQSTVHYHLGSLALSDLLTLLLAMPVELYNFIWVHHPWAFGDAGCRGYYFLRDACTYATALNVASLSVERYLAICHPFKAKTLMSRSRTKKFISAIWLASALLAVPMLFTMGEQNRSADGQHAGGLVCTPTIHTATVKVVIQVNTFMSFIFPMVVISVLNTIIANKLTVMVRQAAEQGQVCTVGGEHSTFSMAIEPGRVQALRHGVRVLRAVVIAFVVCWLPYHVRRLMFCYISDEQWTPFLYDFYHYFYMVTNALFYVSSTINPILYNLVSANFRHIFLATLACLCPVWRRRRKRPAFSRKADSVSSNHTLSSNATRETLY
GPR35 antagonists – inhibition of zaprinast-stimulated GPR35 beta-arrestin translocation – imaging, U2OS, beta-arrestin-GFP, zaprinast agonist, primary screen (AID 2058); one-dose inhibition, % at 10 µM; IC50 in µM for titrated hits; actives 0.052% (n = 290,000); U2OS GPR35 beta-arrestin-GFP translocation imaging, zaprinast antagonism; higher % means a stronger effect;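 active means inhibition of at least 50% with at least 30 cells and total cytoplasm GFP at most 10,000,000; inconclusive means under 30 cells or total GFP of 10,000,000 plus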
T cell modulator vesicle-bound % – recorded beside T cell modulator, whose call it bears; double positive events, %; measured here: CD8+ vesicle-bound cell fraction;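 binding gate set so that unloaded-vesicle control wells show 10% double positive cells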
NTR1 agonist cell count 20 µM – recorded beside NTR1 agonist, whose call it bears; cell count; measured here: cell count, cytotoxicity flag
The depositor's hits bear a star; i = inactive; ? = inconclusive; · = no result given; [ ] = remark or other dose. Compounds as they come; any-hit rate near 0.62%.

SMILES	West Nile virus CPE	GPR55 activation	GPR55 LPI antagonism	KOR beta-arrestin-1	T cell modulator	T cell modulator vesicle-bound %	KOR beta-arrestin-2	PhoP inhibition	NTR1 agonist	NTR1 agonist cell count 20 µM	GPR35 antagonists
C=CCNC(=O)/C(C#N)=C/c1ccc(OS(=O)(=O)c2ccc(C)cc2)c(OC)c1	-1.4%	0.5%	1.9µM*	3.2%	i	42	-14%	10%	·	·	16%
CC(=O)c1cccc(CN2CCC(n3nccc3NC(=O)CCOc3ccccc3)CC2)c1	-0.6%	-0.1%	19%	-1.5%	i	62	18%	-7%	1.5	56	-6%
CC(=O)N1CCN(c2ccc(NCc3ccccc3)cc2)CC1	-0.2%	0.2%	24%	1.4%	i	56	4%	-3%	-0.9	88	12%
O=C(O)/C=C/c1ccccc1Oc1ccc(Cl)cc1Cl	0.0%	-0.4%	-3%	2.5%	i	58	-35%	2%	-0.5	40	-6%
C=CCN=C1NN=C(c2ccc3c(c2)OCCO3)CS1	-0.2%	0.3%	14%	-6.2%	i	53	-8%	4%	0.1	32	-5%
COc1ccc(C=Nc2cccc3ncccc23)cc1	0.5%	-1.0%	3%	-1.8%	i	58	-12%	2%	-1.5	96	-5%
Cc1cc(Cc2ccc(N)c(C)c2)ccc1N	0.2%	0.0%	9%	-0.8%	i	19	10%	-3%	1.1	64	-3%
Cc1ccc(N=Cc2c(O)c3ccccc3n(C)c2=O)cc1	0.9%	-0.1%	8%	2.3%	i	33	-15%	-8%	·	·	-8%
CCC1CCC(N2CCN(c3ccc([N+](=O)[O-])cc3)CC2)CC1 (stereo unspecified)	-2.0%	-0.3%	10%	5.0%	i	51	-47%[20 µM]	12%	4.4	56	7%
O=C(NCc1cccnc1)c1cc(C(=O)C2CC2)c[nH]1	-0.2%	-0.3%	5%	-6.2%	i	31	15%	9%	-0.4	54	-10%
COC(=O)CC(NC(=S)NC(=O)c1ccccc1)c1ccc(Br)cc1 (stereo unspecified)	-0.7%	-0.2%	0%	-2.2%	i	39	12%	-1%	9.4	77	0%
Cc1n[nH]c(C)c1S(=O)(=O)N1CCc2ccccc2C1	0.3%	-0.2%	-5%	-2.1%	i	1	-12%	-2%	-1.2	44	7%
NC(=O)COc1ccc(/C=N/NC(=O)C2CCCN2S(=O)(=O)c2ccc(Cl)cc2)cc1 (stereo unspecified)	0.1%	-0.1%	11%	-5.5%	i	10	-23%	-6%	2.2	38	6%
O=C1OC(c2cccs2)=N/C1=C\c1ccc(-c2ccccc2Cl)o1	-0.2%	0.1%	0%	-2.5%	·	·	-63%	0%	·	·	8%
CCSc1nnc(SCC(=O)N2CCN(C(=O)c3ccco3)CC2)s1	-0.7%	-0.1%	6%	-8.5%	i	19	4%	6%	-1.3	54	3%
C/C(=C\COc1cc(=O)[nH]c2ccccc12)CCC(O)C(C)(C)O (stereo unspecified)	-0.4%	0.5%	18%	-1.4%	i	40	-18%	-2%	0.5	90	-10%
Cc1ccccc1Cn1cc(S(=O)(=O)CC(=O)N2CCCCC2)c2ccccc21	0.8%	-0.4%	-9%	-2.1%	i	31	7%	2%	0.5	30	7%
COCc1nnc(NC(=O)C2CCN(C(=O)c3ccco3)CC2)s1	0.5%	-0.2%	3%	-0.9%	i	44	7%	-8%	0.9	50	0%
Cc1cc(/C=N/NC(=O)C(=O)N2CCCC2)c(C)n1-c1cccc(Br)c1	-0.2%	0.6%	15%	0.1%	i	19	-15%	11%	-0.4	41	16%
O=C(CCc1nnc(CCCc2ccccc2)o1)NCCc1ccccc1	0.2%	0.2%	-1%	·	i	58	-9%[20 µM]	-1%	-1.1	73	2%
Cc1cc(C)n(CCNCc2c(C(=O)N3C[C@@H](C)O[C@@H](C)C3)nc3ccc(Cl)cn23)n1	0.2%	-0.1%	7%	·	i	43	-13%[20 µM]	-6%	-0.2	30	2%
CCC(NC(=O)Nc1nnc(C(F)(F)F)s1)(C(F)(F)F)C(F)(F)F	?	-0.1%	-20%	3.7%	i	55	-32%	-10%	7.1	30	-23%
CCCN1C(=O)c2ccc(C(=O)NCc3ccco3)cc2C1=O	0.2%	-0.1%	7%	-2.5%	i	57	20%	-8%	-0.4	55	8%
COc1ccc(CC(=O)OCC(=O)N2N=C(c3ccccc3)CC2c2ccc(OC)cc2)cc1 (stereo unspecified)	-1.3%	0.0%	16%	6.7%	i	67	27%	6%	0.9	64	1%
Cc1cccnc1NC(=O)Nc1ccc(F)cc1	0.2%	0.1%	-3%	-0.1%	i	5	1%	-1%	-0.8	35	-9%
Cc1ccc(NC(=O)CSCC(=O)Nc2ccc(N3CCOCC3)c(Cl)c2)cc1	0.9%	-0.1%	1%	7.9%	i	44	-17%	6%	0.2	41	1%
CN(C)C(=O)c1cc(S(=O)(=O)N(C)C)c(Cl)cc1N1CCCC1	-0.3%	-0.1%	-4%	2.5%	i	24	-38%	-4%	0.1	56	-2%
Cc1ccccc1NC(=O)NNC(=O)COc1ccc2ccccc2c1	-0.3%	-0.1%	10%	-1.0%	i	7	-10%	-1%	0.0	55	7%
Cc1ccc(N(CC(=O)N/N=C/c2cc(C)n(-c3ccccc3)c2C)S(C)(=O)=O)c(C)c1	0.3%	-0.1%	11%	1.3%	i	54	23%	14%	1.1	57	-9%
Cc1cccc(C=Nc2ccc3c(c2)oc2ccccc23)c1O	0.1%	-0.1%	4%	-2.1%	i	52	8%	32%	3.7	66	19%
COc1ccccc1CNC(=O)CCS(=O)(=O)c1ccc2c(c1)CCCN2C(C)=O	0.0%	-0.2%	6%	1.8%	i	22	-22%	-12%	-2.2	104	1%
COC(=O)CCCCC1SCC(NC(=O)OC)C1NC(=O)OC (stereo unspecified)	0.3%	0.2%	-5%	10%	i	9	-45%	-1%	0.4	33	-3%
CC(C)Cn1c(CN(C)Cc2ccccc2)nc2c1c(=O)n(C)c(=O)n2C	0.2%	0.2%	0%	0.0%	i	50	1%	9%	2.8	55	-1%
O=C(NN(C(=O)C1CC1)c1nc2ccccc2s1)C1CC1	-0.6%	0.6%	14%	0.4%	i	55	-19%	-5%	0.6	86	7%
Nc1[nH]n2c(=O)cc(-c3ccccc3)nc2c1N=Nc1ccc(S(N)(=O)=O)cc1	0.2%	-0.1%	-2%	-5.5%	i	61	15%	-2%	1.9	32	20%
COc1ccccc1N1CCN(C2CCCN(C(=O)CCc3cnccn3)C2)CC1 (stereo unspecified)	0.0%	0.4%	-10%	-0.2%	i	20	14%	12%	1.4	67	4%
O=C1NC(Cc2ccccc2)C(=O)Nc2ccc(Br)cc21 (stereo unspecified)	0.1%	0.0%	9%	-2.4%	i	62	-3%[20 µM]	3%	-0.5	60	1%
CCOc1ccc(CCNC(=O)C2CCN(c3nn4c(=O)cc(C)nc4s3)CC2)cc1OCC	0.0%	-0.1%	-1%	6.9%	i	17	-9%	-10%	-0.7	47	-6%
CC(=O)N(c1ccccc1)c1nc(C)cc(C)c1C#N	0.4%	1.0%	0%	-4.4%	i	14	10%	-1%	3.7	91	5%
CCn1c(SCC(=O)c2cc(C)ccc2C)nc2cc(S(=O)(=O)N3CCOCC3)ccc21	0.4%	-0.8%	0%	4.5%	i	39	-3%	-2%	-1.7	52	0%
COc1cc2c(cc1OC)C(=S)NC1(CCCC1)C2	0.3%	1.8%	12%	-4.5%	i	43	21%	-12%	-0.1	44	1%
COc1ccc(NC(=O)c2ccc(NC3=NC4CS(=O)(=O)CC4S3)cc2)cc1 (stereo unspecified)	0.2%	-0.1%	8%	-0.9%	i	32	10%[20 µM]	·	-0.8	64	-4%
CC(=O)N1CC2([N+](=O)[O-])CN(C(C)=O)CC([N+](=O)[O-])(C1)C2(C)C	0.1%	0.5%	7%	0.0%	i	44	-34%	-3%	-1.6	51	-4%
Cc1ccc(S(=O)(=O)N2CCN(CC(O)c3ccccc3)CC2)cc1 (stereo unspecified)	0.3%	0.5%	4%	-1.3%	i	31	0%	-3%	-1.6	101	-1%
O=S(=O)(N1CCCCC1)N1CCN(c2ccc(F)cc2)CC1	0.1%	-0.1%	8%	-4.1%	i	23	-7%	10%	0.7	50	2%
Cc1cccc(-n2c(SCC(=O)O)nc3sc4c(c3c2=O)CCC4)c1	0.6%	0.0%	7%	1.3%	i	28	20%	-11%	-1.0	65	9%
Cc1nnc(SCC(=O)N2CCc3ccccc32)n1-c1ccccc1	-0.2%	-0.4%	-1%	3.6%	i	61	0%	2%	-0.2	86	-3%
O=C(Cc1c(O)c2ccccc2oc1=O)c1ccc(C(F)(F)F)cc1	-0.9%	-0.2%	13%	-5.7%	i	10	14%	9%	1.2	72	5%
Cc1c(OC(C)C(=O)NCCCN2CCOCC2)ccc2c3c(c(=O)oc12)CCC3 (stereo unspecified)	-0.4%	-0.1%	-2%	-3.3%	i	26	-37%	2%	0.8	59	8%
COc1cccc(OC)c1C(=O)NC(=O)Oc1c(F)cccc1F	-0.1%	-0.1%	18%	3.2%	i	32	7%	1%	0.1	49	12%
O=C(COC(=O)CCc1c[nH]c2ccccc12)NCc1ccccc1	-0.3%	0.5%	7%	8.4%	i	26	-22%	5%	-0.9	73	-10%
O=C(O)c1cccc(N2C(=O)C3C4C=CC(C4=C(c4ccccc4)c4ccccc4)C3C2=O)c1 (stereo unspecified)	0.6%	-0.1%	-1%	1.7%	i	66	-22%[20 µM]	2%	2.0	57	-16%
COC(=O)c1ccccc1NC(=O)NC1CC1	-0.1%	-0.1%	8%	-0.4%	i	50	-8%	0%	-1.2	68	8%
CCc1cc2c(=O)c(-c3nc4ccccc4n3C)c(C)oc2c(CN2CCN(CCO)CC2)c1O	-0.7%	-0.1%	-2%	-1.6%	·	·	5%	4%	0.5	57	6%
